# p47phox inh: inhibitors of human p47phox binding; inhibition, % at 24.7 µM; p47phox/p22phox peptide binding, fluorescence polarization, 2 h; actives 0.53% (n = 220,000); AID 1274;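 active means inhibition above about 30%, limit read from the data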;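 further: 0% = p47phox with labelled peptide and 100% = labelled peptide alone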
# RBBP9 inh: inhibitors of human serine hydrolase RBBP9; O75884; actives 0.2% (n = 220,000); inhibition, % at 7.94 µM; recombinant RBBP9, FP-Rh probe fluorescence polarization; AID 1515;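 active means inhibition above the campaign mean of all tested compounds plus 3 SD, cut at about 14% in these data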;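 further: plate controls were DMSO wells with RBBP9 for no effect and wells lacking RBBP9 protein for full effect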
# Target sequence (O75884 whole entry, looked up): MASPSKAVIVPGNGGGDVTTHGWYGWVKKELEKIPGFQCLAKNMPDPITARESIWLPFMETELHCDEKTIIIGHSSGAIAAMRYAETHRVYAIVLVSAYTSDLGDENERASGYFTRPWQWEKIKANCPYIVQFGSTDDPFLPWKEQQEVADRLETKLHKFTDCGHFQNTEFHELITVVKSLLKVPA
#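 Test system: recombinant human RBBP9; Timing: 30 min then 45 min, 25 °C; Detection: fluorescence polarization; Control set: RBBP9 with DMSO as uninhibited control, no-protein wells as full inhibition; Compound dosing: one concentration, 7.94 µM nominal, 0.794% DMSO; Probe or stimulus: FP-Rh activity-based probe, 375 nM before mixing.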
# EBV gp42 inh: inhibitors of Epstein-Barr virus glycoprotein 42 | Fluorescence polarization binding assay, mP read-out | inhibition, % (tested at 21.74 µM) | actives 0.42% (n = 220,000) | AID 1085; in the data active means inhibition above about 50%
# Target sequence (Q1HVG2 whole entry, looked up): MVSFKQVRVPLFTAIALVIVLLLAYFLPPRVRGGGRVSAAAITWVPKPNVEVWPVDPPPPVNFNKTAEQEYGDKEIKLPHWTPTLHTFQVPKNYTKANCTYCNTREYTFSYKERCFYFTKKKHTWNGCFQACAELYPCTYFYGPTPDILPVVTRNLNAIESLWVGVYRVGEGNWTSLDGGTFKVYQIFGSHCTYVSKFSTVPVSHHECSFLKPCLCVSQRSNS
# TbHK1 inh: T. brucei hexokinase 1 inhibition; recombinant TbHK1, G6PDH-coupled NADH A340; inhibition, % at 10 µM; actives 0.11% (n = 220,000); AID 1430;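 active means inhibition of 50% or more in the single-dose primary screen; inactive means inhibition below 50%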
# Runt-SMMHC FRET: Runt domain-CBFb-SMMHC interaction inhibition; Q01196+Q13951; Cerulean-Runt/Venus-CBFb-SMMHC FRET ratio 530/480, 1 h; inhibition, % at 20 µM; actives 0.74% (n = 220,000);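 active means mean inhibition across duplicate retests at 20 µM reaching about 50%, limit read from the data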;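 further: 0% = DMSO wells and 100% = wells with excess untagged CBFb-SMMHC; inhibitors lower the FRET ratio by blocking Runt binding to CBFb-SMMHC; some results filed as inactive read as strong as hits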
# Calpain2 inh: inhibitors of pig calpain II | purified calpain II, fluorogenic peptide substrate, 30 min | inhibition, % at 16 µM | actives 0.37% (n = 220,000) | AID 1236;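 active means inhibition above about 50%, limit read from the data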
# p97 ATPase inh: human p97 ATPase inhibition; P55072; recombinant p97 ATPase, Kinase-Glo ATP luminescence, 3 h; inhibition, % at 8 µM; actives 0.42% (n = 220,000); AID 1481; in the data active means inhibition above about 15%;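 further: 0% = DMSO vehicle and 100% = wells lacking enzyme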
# Furin inhibitor: blocks human furin protease activity; inhibition, % at 30 µM; actives 0.061% (n = 220,000); purified furin, fluorogenic substrate cleavage; P09958; in the data active means inhibition above about 25%; further: inactives centre near -15
# Target sequence (P09958 108-714 limits assumed): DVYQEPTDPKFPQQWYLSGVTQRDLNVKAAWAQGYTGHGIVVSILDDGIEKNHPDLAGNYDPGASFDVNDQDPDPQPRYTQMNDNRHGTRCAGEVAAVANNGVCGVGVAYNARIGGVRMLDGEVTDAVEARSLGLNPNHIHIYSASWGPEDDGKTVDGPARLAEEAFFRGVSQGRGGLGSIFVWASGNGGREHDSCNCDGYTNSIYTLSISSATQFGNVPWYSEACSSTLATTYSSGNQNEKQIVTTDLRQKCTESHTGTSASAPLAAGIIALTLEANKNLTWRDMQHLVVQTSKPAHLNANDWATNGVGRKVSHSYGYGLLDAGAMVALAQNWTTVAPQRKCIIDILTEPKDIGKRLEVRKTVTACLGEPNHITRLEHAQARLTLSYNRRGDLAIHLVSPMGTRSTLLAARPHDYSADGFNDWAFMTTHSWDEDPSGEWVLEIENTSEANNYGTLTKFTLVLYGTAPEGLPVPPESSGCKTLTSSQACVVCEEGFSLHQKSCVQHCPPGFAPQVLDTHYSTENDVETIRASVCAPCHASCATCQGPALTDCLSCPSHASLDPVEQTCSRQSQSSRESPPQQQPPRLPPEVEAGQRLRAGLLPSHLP
# Runt-CBFb FRET: blocks binding of human RUNX1 Runt domain to CBFb; AID 1496; inhibition, % at 20 µM; actives 0.46% (n = 220,000); Cerulean-Runt/Venus-CBFb FRET ratio 530/480, 1 h;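 active means inhibition over about 50% at 20 µM in the single-dose screen, limit read from the data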;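 further: 0% = DMSO wells and 100% = excess unlabeled CBFb competitor control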
#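 Doses: 20 µM compound in 1% DMSO | Material: Cerulean-labeled Runt domain protein | Amount: Each fluorescent fusion protein 100 nM | Schedule: Two 1 h room-temperature incubations shielded from light | Measured by: FRET fluorescence | Evaluation: Loss of energy transfer signal | Controls: Unlabeled CBFb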
# Numbers without * were called inactive; / = no result given; [ ] = dose if it differs, or a comment.
SMILES,p47phox inh,RBBP9 inh,EBV gp42 inh,TbHK1 inh,Runt-SMMHC FRET,Calpain2 inh,p97 ATPase inh,Furin inhibitor,Runt-CBFb FRET
COC(=O)c1ccccc1N=Nc1c(N)n[nH]c1N,-3,-3,-9,-40,0,20,5,-7,0
Clc1ccc(/C=N/Nc2nc(Cl)nc3ccccc23)cc1,70*,-2,-23,-23,2,-17,5,-6,-10
COC(=O)c1c(NC(=O)c2c(-c3ccccc3Cl)noc2C)sc2c1CCC2,-32,-8,-12,-17,-9,-117,1,-25[20 µM],0
COc1ccc(S(=O)(=O)N2CCOCC2)cc1NC(=O)c1cccc2c(=O)c(C)c(-c3ccccc3)oc12,-22,-8,-3,-10,2,-93,6,-13,-3
COc1ccc(/C=C/c2nc3ccccc3n2Cc2ccc(OC)c(OC)c2)cc1,0,-4,-9,-30,-4,-28,2,3,-8
Nn1c(SCC(=O)NCc2ccc3c(c2)OCO3)nnc1C1CC1,-7,1,-10,2,-1,-10,6,-4[20 µM],3
CCC(CC)C(=O)N1CCN(Cc2ccc3c(c2)OCO3)CC1,-8,8,-8,2,2,23,5,-17[20 µM],2
CSCCn1c(C(C)(C)C)cc(C(=O)O)c1C,-5,-3,-11,-6,1,24,-2,-16,0
COc1ccc(-c2cc(C(F)(F)F)nc(SCC(=O)N(C)Cc3cnn(C)c3C)n2)cc1OC,-9,-1,-17,-17,-2,-172,-2,-24,-3
CC(C)c1ccc(N2C(=O)CC(NNC(=O)c3cccnc3)C2=O)cc1 (stereo not given),7,-5,3,-3,2,14,-6,-9,3
COc1ccc(N(C(=O)CNC(=O)c2cccs2)C(C(=O)NCC2CCCO2)c2ccc(OC)c(OC)c2)cc1 (stereo not given),7,3,4,4,4,30,2,-11,3
Cc1ccccc1-c1n[nH]c(=S)n1/N=C/c1ccc(-c2ccccc2Br)o1,-7,-2,-2,1,11,17,0,-15,12
COc1ccc(CCNC(=O)CS(=O)(=O)c2cn(CC(=O)N3CCOCC3)c3ccccc23)cc1OC,-2,-4,-12,0,-2,-19,2,-22,2
Cc1cc(C(=O)Nc2ccc(N3CCOCC3)c(Cl)c2)c(C)o1,-20,-6,-13,-2,4,-11,0,-17,-1
Fc1cccc(-c2oncc2-c2nnnn2-c2ccc(Cl)cc2)c1,-16,-3,-12,1,0,3,2,-9[20 µM],-4
COc1cccc(/C=C(/C(=O)OCC(=O)NCC2CCCO2)c2ccccc2)c1 (stereo not given),-2,-4,-2,-8,0,-5,-3,-17,-4
CN(C)S(=O)(=O)c1ccc(C(=O)Nc2cc(=O)n(C)c(=O)n2C)cc1,-12,-8,-8,-18,-2,-10,-1,-26,-2
COc1cccc(-c2nnc(SCc3nc4ccccc4s3)n2C)c1,-19,-1,-17,0,-3,2,3,-21[20 µM],3
O=c1cc(-c2ccccc2)nc(/C=C/c2ccccc2)[nH]1,-24,1,-8,-30,0,-14,1,-18,-2
COc1ccccc1NC(=S)NC(NC(=O)C(C)C)C(Cl)(Cl)Cl (stereo not given),-57,-9,-14,-3,0,-8,3,-30,4
CN(CC(=O)N1CCN(C2CCCCC2)CC1)S(=O)(=O)c1cccc2nsnc12,-2,-1,-9,-2,0,2,-3,-5[20 µM],0
Cc1ccc(S(=O)(=O)N2C(=O)CCC2C(=O)NCc2ccco2)cc1 (stereo not given),-1,-2,-1,-7,-2,-3,-1,-16[20 µM],-2
C=CCNC(=O)c1ccc2c3n(nc2c1)-c1ccc(C)cc1CO3,1,/,-4,-20,-1,-238,/,-31,-1
COCCN1C(=O)c2ccccc2C(C(=O)NCC2CCCO2)C1c1c[nH]c2ccccc12 (stereo not given),-7,-4,-12,2,2,-7,1,-9[20 µM],-2
Cc1ccc(-c2nnc(OCc3cccnc3)c3ccccc23)cc1,-1,-5,4,3,2,42,-7,-6,-2
# Continued:
SMILES,p47phox inh,RBBP9 inh,EBV gp42 inh,TbHK1 inh,Runt-SMMHC FRET,Calpain2 inh,p97 ATPase inh,Furin inhibitor,Runt-CBFb FRET
Cc1cc(CNC(=S)Nc2ccc(Br)cc2Cl)nn1C,-22,-6,-5,4,0,-22,0,-20,5
Cc1ccc2[nH]c(O)c(N=O)c2c1,-6,8,-16,-2,0,21,-5,-4,2
Cc1nc2c(cnn2-c2ccccc2)c(=O)[nH]1,-2,-2,-22,3,-3,4,7,-20,-2
COc1ccc(C2=CC(=O)CC(c3ccccc3)C2)cc1 (stereo not given),-1,9,-7,-6,-3,22,3,-4,-2
O=C(CSc1nnc(COc2ccc(Cl)cc2)n1Cc1ccco1)c1ccccc1F,-9,-7,-13,4,0,10,1,-24,-2
COCCNC(=S)Nc1ccc(S(=O)(=O)Nc2cnc3ccccc3n2)cc1,-15,-12,-3,-6,-1,11,-3,-5,2
COc1ccc(C2SCCN2C(=S)Nc2cccc(Cl)c2)cc1 (stereo not given),-9,-4,17,0,4,21,3,-11,1
CC(C)c1nnc(NC(=O)c2ccc(N3C(=O)CCC3=O)cc2)s1,0,-6,-14,-13,0,-11,-1,-21,1
CCc1nnc(NC(=O)CSc2nnc(Cc3cc(=O)[nH]c(=O)[nH]3)n2-c2cccc(OC)c2)s1,2,-3,-12,1,0,12,2,-17,-2
COc1ccc(/C=C/C(=O)NC(=S)Nc2ccc(C(=O)O)cc2)cc1,-22,-6,8,-3,1,74*,-2,-5,0
Cc1csc(NC(=O)Cc2c[nH]c3ccccc23)n1,-9,-5,-7,-7,3,9,3,-11[20 µM],-3
CC(C)CC(=O)Nc1ccc(F)c(Cl)c1,-12,-4,-18,9,2,-3,1,-37,-2
CC(C(=O)Nc1ccc(S(=O)(=O)N2CCOCC2)cc1)N1CCN(c2ccccn2)CC1 (stereo not given),-6,-4,2,4,2,9,2,-9,45
Cc1cccc(-c2nnc3n2N=C(c2ccccc2)CS3)c1,-3,-9,-20,4,0,9,-2,-22,-2
COc1ccccc1NC(=O)CSc1nnc(-c2ccoc2C)n1CC1CCCO1 (stereo not given),-10,-2,-15,3,2,-1,-5,-3[20 µM],-3
COc1cc2nc(CN3CCN(S(=O)(=O)c4ccc(Cl)cc4)CC3)[nH]c(=O)c2cc1OC,6,-9,-23,-12,0,-14,-1,-24,-6
CCc1cccc(C)c1NC(=S)N(Cc1cccnc1)Cc1ccco1,-7,-5,-6,-8,0,18,-1,-20,1
CC(=O)OC1CC(C)N(C(=O)c2ccccc2)c2ccc(C)cc21 (stereo not given),8,6,-9,2,-1,11,-5,-29,-1
CCOc1ccccc1N(C(C)=O)S(=O)(=O)c1ccc(Cl)cc1,4,-1,-4,2,-1,-14,0,-26,0
O=[n+]1cc(-c2ccc(F)cc2)n([O-])c2c1CCC2,-10,-3,-15,-6,-2,0,9,-18[20 µM],0
CCCCNC(=O)N1CCN(c2ccccc2OC)CC1,3,-6,-2,-2,4,25,-2,-4,-1
COc1cc(S(=O)(=O)N2CCCCCC2)ccc1Cl,-3,-8,-13,4,-3,-11,1,-17[20 µM],-1
Cc1ccccc1N(CC(=O)N1CCN(c2ccccc2)CC1)S(C)(=O)=O,-3,-8,-4,13,2,-16,0,-19[20 µM],2
[O-][N+]1=C(c2cccs2)CN(O)C1,2,3,-11,-4,0,-1,2,1,0
Cc1ccc(NC(=O)CSc2n[nH]c(N)n2)cc1S(=O)(=O)N1CCOCC1,-9,-5,-5,1,2,-23,9,-18,0
# Remaining list, next part:
SMILES,p47phox inh,RBBP9 inh,EBV gp42 inh,TbHK1 inh,Runt-SMMHC FRET,Calpain2 inh,p97 ATPase inh,Furin inhibitor,Runt-CBFb FRET
Cc1nc2cc(N)ccc2n1C1CCCCC1,-10,-6,-10,2,4,-40,4,-15,8
O=C(O)c1cnn2c1NC(c1cccs1)CC2C(F)(F)F (stereo not given),-1,-4,1,7,-1,12,4,-30,0
COc1ccc(NC(=S)N(CCN2CCOCC2)Cc2cc3cc4c(cc3[nH]c2=O)OCCO4)cc1,-1,-4,-16,-14,-8,-40,-4,0,15
CS(=O)(=O)N(CC(=O)NCCSc1ccccn1)c1ccc(F)cc1,11,-2,-8,-11,0,4,3,-20,-1
Cc1ccc(OCCN2C(=O)CSC2=O)cc1,-12,-7,-7,-12,4,-15,2,-24,2
COc1ccc(S(=O)(=O)N[C@@H](Cc2ccccc2)C(=O)N2CC[C@@]3(O)CCCC[C@H]3C2)cc1,-3,-1,-1,13,0,-33,-2,-4,0
Cc1cc(/C=C2/C(=N)N3C(=NC2=O)SN=C3S(C)(=O)=O)c(C)n1-c1ccc(F)cc1,-28,-3,-7,-5,14,-27,2,-28,6
Cn1c(SCC(=O)Nc2nccs2)nnc1C12CC3CC(CC(C3)C1)C2,-9,-1,-14,1,3,-10,-3,-27[20 µM],-1
COc1cccc(-c2nnc(NC(=O)c3ccc(S(=O)(=O)N4CCOCC4)cc3)o2)c1,-4,-7,-9,-3,0,-7,-3,-23,0
CCN(CCCNC(=O)CCNC(=O)Cn1ccc2ccccc2c1=O)c1ccccc1,-2,-1,5,-5,-2,5,-2,-17[20 µM],2
COc1ccccc1Cn1nnc2c(=O)[nH]c(C3CCN(C(=O)c4ccccc4Cl)CC3)nc21,-5,0,-10,-5,0,-5,0,-8[20 µM],0
Cc1ccc(S(=O)(=O)N2CCN(Cc3nc4ccccc4[nH]3)CC2)cc1C,-8,-7,-14,0,-1,-58,4,-9[20 µM],3
N#CCCN(Cc1ccccc1)C(=O)c1cccs1,-5,-1,-3,-1,2,27,1,-5,4
Nc1nnc(CCS(=O)(=O)c2cc(Cl)ccc2Cl)s1,-3,-1,-21,3,4,20,-5,-17,4
CC(C)CCOC(=O)C1C2C=CC3(CN(Cc4cccs4)C(=O)C13)O2 (stereo not given),-9,-9,-11,5,0,-42,-5,-10,1
NC(=S)Nc1cc2ccccc2c2ccccc12,-4,-6,-2,-1,2,-14,2,-18[20 µM],3
CN(C)S(=O)(=O)c1ccc(/C(O)=C2/C(=O)C(=O)N(Cc3cccnc3)C2c2ccco2)cc1 (stereo not given),-5,0,3,-13,1,-22,-4,-14,5
CC(NC(=O)NC(=O)c1ccc(Cl)cc1Cl)C1CC1 (stereo not given),0,-4,-11,10,0,14,-3,0,0
O=c1c2ccccc2cnn1-c1nc2ccccc2[nH]1,2,-10,-4,-7,0,-204,-119,-7,-2
CN(C(=O)COC(=O)c1ccccc1SCC(=O)NC1CCCCCCC1)C1CCS(=O)(=O)C1 (stereo not given),-13,-9,-19,27,2,-6,1,-12,-3
Cn1c(=S)ccc2ccccc21,-3,0,-3,-16,3,-5,-4,-5,0

# Taken from above:
# For p97 ATPase inh, `Cc1cc(/C=C2/C(=N)N3C(=NC2=O)SN=C3S(C)(=O)=O)c(C)n1-c1ccc(F)cc1` is listed with 2
# For EBV gp42 inh, `COc1ccccc1Cn1nnc2c(=O)[nH]c(C3CCN(C(=O)c4ccccc4Cl)CC3)nc21` is listed with -10

# Part of the list above, reformatted.
# Order of results: p47phox inh, RBBP9 inh, EBV gp42 inh, TbHK1 inh, Runt-SMMHC FRET, Calpain2 inh, p97 ATPase inh, Furin inhibitor, Runt-CBFb FRET
> CS(=O)(=O)N(CC(=O)NCCSc1ccccn1)c1ccc(F)cc1
→ 11, -2, -8, -11, 0, 4, 3, -20, -1
> Cc1ccc(OCCN2C(=O)CSC2=O)cc1
→ -12, -7, -7, -12, 4, -15, 2, -24, 2
> COc1ccc(S(=O)(=O)N[C@@H](Cc2ccccc2)C(=O)N2CC[C@@]3(O)CCCC[C@H]3C2)cc1
→ -3, -1, -1, 13, 0, -33, -2, -4, 0
> Cc1cc(/C=C2/C(=N)N3C(=NC2=O)SN=C3S(C)(=O)=O)c(C)n1-c1ccc(F)cc1
→ -28, -3, -7, -5, 14, -27, 2, -28, 6

# Screening data: PubChem, several laboratories
